# A350 fluor – compound fluoresces in the Alexa 350 spectral region. Compound autofluorescence, 340/450 nm, Alexa 350 dye-equivalents; active compounds read high. max dye-equivalent concentration, M. 59,000 compounds, 11% hits; in the data active = max dye-equivalent concentration above about 10 nM; inconclusive = mostly about 1.1 nM to 9.6 nM
# Fluorescein autfl – fluorescein region autofluorescence. 59,000 compounds, 0.91% hits. Compound autofluorescence, 480/540 nm, fluorescein-equivalent; active compounds read high. max fluorescein-equivalent concentration, M; in the data active = max fluorescein-equivalent concentration above about 10 nM; inconclusive = between about 1.1 nM and that limit
#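 Read-out is intrinsic compound fluorescence at 480/540 nm (excitation/emission), expressed as dye-equivalent concentration using a fluorescein standard series run on every plate. Compounds sat 15 min at room temperature in 100 mM Tris, pH 8.0.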
# Epigenetic mod – epigenetic modulators derepressing GFP locus in mouse cells; mouse C127i GFP locus derepression, cytometry, 30 h; Potency, µM (doses to about 46.1 µM), without a hit: at the top dose GFP derepression (activation); 68,000 compounds, 0.09% hits; note: % of control where 0% means no effect
#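 Murine C127i mammary cells carrying a silenced, stably integrated CMV-driven GFP reporter were treated with compound for 30 hours at 37 C. After PBS washes, GFP-positive cells were counted by laser-scanning microplate cytometry.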
# BRCT inh red – BRCT-phosphoprotein interaction inhibition (red fluorophore); BRCT-phosphopeptide binding, red fluorescence polarization; P38398; 75,000 compounds, 0.03% hits; Potency, µM (top dose mostly 76.9 µM), for inactives: at the top dose activity change, negative = inhibition, most hits filed as inhibitors; note: % is set by controls: 0 for no effect and ±100 for the full control effect
# Target sequence (P38398 whole entry, looked up): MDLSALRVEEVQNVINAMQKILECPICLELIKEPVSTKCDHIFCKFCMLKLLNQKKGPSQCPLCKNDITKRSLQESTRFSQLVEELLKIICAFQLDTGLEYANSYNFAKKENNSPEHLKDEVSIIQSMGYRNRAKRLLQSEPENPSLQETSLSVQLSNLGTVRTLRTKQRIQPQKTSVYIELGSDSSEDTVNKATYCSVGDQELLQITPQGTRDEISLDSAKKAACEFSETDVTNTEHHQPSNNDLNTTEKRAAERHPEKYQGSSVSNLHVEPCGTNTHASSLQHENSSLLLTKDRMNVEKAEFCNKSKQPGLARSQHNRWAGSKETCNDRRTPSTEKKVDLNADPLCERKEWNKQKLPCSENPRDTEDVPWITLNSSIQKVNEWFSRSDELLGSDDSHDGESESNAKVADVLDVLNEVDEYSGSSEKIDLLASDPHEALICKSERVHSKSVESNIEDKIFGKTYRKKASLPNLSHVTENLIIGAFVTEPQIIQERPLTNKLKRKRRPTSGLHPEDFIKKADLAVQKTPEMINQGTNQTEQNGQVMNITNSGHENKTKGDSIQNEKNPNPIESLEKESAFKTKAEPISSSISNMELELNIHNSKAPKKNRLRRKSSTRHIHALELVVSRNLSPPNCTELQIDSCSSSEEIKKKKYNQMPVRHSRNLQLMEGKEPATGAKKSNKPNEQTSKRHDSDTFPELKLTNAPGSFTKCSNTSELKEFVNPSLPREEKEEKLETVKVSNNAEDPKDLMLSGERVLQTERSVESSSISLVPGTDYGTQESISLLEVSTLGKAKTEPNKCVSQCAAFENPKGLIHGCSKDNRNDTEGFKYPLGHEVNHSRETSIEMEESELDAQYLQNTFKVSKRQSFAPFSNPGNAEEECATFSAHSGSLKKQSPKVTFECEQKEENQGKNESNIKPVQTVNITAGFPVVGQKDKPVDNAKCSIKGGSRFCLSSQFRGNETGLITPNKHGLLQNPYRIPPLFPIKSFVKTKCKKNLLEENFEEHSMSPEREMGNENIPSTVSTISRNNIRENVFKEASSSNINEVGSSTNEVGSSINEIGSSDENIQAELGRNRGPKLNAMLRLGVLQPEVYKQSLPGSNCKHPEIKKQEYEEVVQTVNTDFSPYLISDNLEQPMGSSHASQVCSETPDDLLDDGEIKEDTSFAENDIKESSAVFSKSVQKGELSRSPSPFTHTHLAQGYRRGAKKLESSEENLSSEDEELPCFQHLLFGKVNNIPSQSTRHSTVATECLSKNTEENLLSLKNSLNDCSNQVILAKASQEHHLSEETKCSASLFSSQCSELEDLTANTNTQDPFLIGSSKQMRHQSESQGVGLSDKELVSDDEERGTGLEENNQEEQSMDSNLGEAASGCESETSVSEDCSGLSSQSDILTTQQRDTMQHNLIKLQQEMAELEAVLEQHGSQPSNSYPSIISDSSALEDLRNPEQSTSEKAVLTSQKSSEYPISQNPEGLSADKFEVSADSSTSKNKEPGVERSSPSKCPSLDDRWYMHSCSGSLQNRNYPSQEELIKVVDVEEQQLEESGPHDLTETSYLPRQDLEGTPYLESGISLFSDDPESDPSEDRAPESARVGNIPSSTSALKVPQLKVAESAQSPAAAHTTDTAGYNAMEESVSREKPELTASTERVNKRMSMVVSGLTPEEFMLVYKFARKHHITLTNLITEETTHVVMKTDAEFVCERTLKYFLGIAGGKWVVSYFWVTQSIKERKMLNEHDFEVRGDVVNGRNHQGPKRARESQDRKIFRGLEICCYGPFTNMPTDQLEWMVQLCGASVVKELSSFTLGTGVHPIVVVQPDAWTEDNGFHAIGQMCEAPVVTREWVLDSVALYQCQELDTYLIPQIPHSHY
#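 Fluorescence polarization: 100 nM His-tagged BRCA1 BRCT with 100 nM TAMRA-labelled phospho-BACH1 decapeptide, phosphate buffer pH 7.3 with 150 mM NaCl, DTT, 0.01% Tween 20; 12 min RT. Binding inhibition seen as FP decrease.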
# 4MU fluor – compound fluoresces in the 4-MU spectral region | compound autofluorescence, 340/450 nm, 4-MU equivalents; active compounds read high | max dye-equivalent concentration, M | 59,000 compounds, 11% hits | AID 589; in the data active = max dye-equivalent concentration above about 10 nM; inconclusive = mostly about 1.1 nM to 9.6 nM
#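 Compounds in 100 mM Tris, pH 8.0, incubated 15 min at room temperature, then fluorescence read at 340 nm excitation/450 nm emission. Signal converted to 4-MU dye-equivalent concentration using an on-plate six-point 4-MU standard curve.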
# Casp7 inh – caspase-7 (human) inhibition, allosteric or competitive; Potency, µM (doses to about 57.5 µM), without a hit: at the top dose activity change, negative = inhibition, most hits filed as inhibitors; P55210; recombinant caspase-7, Ac-DEVD-AFC fluorescence rate; 75,000 compounds, 0.02% hits; active = well fitted inhibition curve with a large enough effect in the main read-out, with a control signal flat, not every such curve was filed as active; inconclusive = small, poorly fitted or top-dose-only effect, or a change in a side signal; note: potency is the fitted concentration of half-maximal effect; % of control where 0% means no effect
# Caspase-1 inhib – caspase-1 (human) inhibition, allosteric or competitive; P29466; Caspase-1 enzyme, Ac-WEHD-AFC fluorogenic rate; Potency, µM (doses to about 57.5 µM), inactives show at the top dose activity change, negative = inhibition, actives largely listed as inhibitors; 75,000 compounds, 0.03% hits; AID 900;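 note: potency is the fitted concentration of half-maximal effect; plate controls were vehicle for no effect and no substrate for full effect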
# UbGFP stabilizer – ubiquitin-GFP accumulation via proteasome inhibition | Ubiquitin-GFP reporter cells, proteasome inhibition, GFP fluorescence; response scale: untreated = 0%, 10 µM MG-132 = 100% | Potency, µM (titrated, usually from 45.9 µM), for the others: top-dose activation (GFP accumulation), actives largely listed as activators | 67,000 tested, under 10 active; active = well fitted activation curve with a large enough effect, not every such curve was filed as active; inconclusive = small, poorly fitted or top-dose-only effect, or another doubt; inactive = no such curve, though single readings can be large or run the other way; note: potency is the fitted concentration of half-maximal effect
#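 Proteasome blockade was scored as a rise in GFP-expressing U2OS cells carrying a ubiquitin(G76V)-GFP construct, imaged after 4 hr compound treatment at 37 °C across a 46 uM–2.9 nM series.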
# USP2a inhib – USP2a (human) protease inhibition | USP2a enzymatic assay, qHTS inhibition | Potency, µM (highest dose often 38.3 µM), for the others: at the top dose activity change, negative = inhibition, usual class: inhibitors | 60,000 compounds, 0.1% hits;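 note: potency is the fitted concentration of half-maximal effect; nearly all actives have a fitted effect of over 60% in size; plate controls were DMSO for no effect and NEM full inhibition control for full effect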
#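 20 nM USP2 core + cpd, 30 min RT; add 20 nM Ub-PLA2/20 uM NBD C6-HPC; read Ex460/Em535 at 0 h and 2.5 h. Normalized to NEM; qHTS curve fit/classification.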
# HEK293 cAMP ctrl – parental HEK293 cAMP activation (counter-screen); 73,000 compounds, 2.5% hits; Potency, µM (doses to about 57.1 µM), inactives show at the highest dose activation, actives largely listed as activators; parental HEK293 CNG cAMP sensor, membrane potential fluorescence; note: potency is the fitted concentration of half-maximal effect; % of control where 0% means no effect; nearly all actives have a fitted effect of over 55% in size
#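 Parental HEK 293 cells stably expressing a modified CNG channel (no TSHR) report cAMP rise as membrane depolarization. Membrane potential dye with 100 uM RO 20-1724 was loaded for 60 min at room temperature, then compound added for 30 min; fluorescence read at 590 nm.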
# BRCT inh green – inhibitors of human BRCA1 BRCT-phosphoprotein interaction (green fluorophore); P38398; BRCA1 BRCT-phosphopeptide binding, green fluorescence polarization; Potency, µM (series often up to 76.9 µM), for inactives: top-dose activity change, negative = inhibition, most hits filed as inhibitors; 75,000 compounds, 0.05% hits;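 note: potency is the fitted concentration of half-maximal effect; plate controls were peptide without protein for full effect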
#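 Fluorescence polarization: His-tagged BRCT (~35 kDa BRCA1 C-terminus, 250 nM) bound to 100 nM fluorescein-labeled phosphorylated 10-aa BACH1 peptide, pH 7.3 phosphate buffer with DTT and Tween 20. Compounds incubated 12 min at room temperature; inhibition read as lowered polarization.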
# An asterisk follows results filed as active; i = inactive; u = inconclusive; x = no result given; [ ] = dose if it differs, or a comment. Unless noted, calls come from the whole dose curve; as a rule, active = well fitted curve in the direction sought with a large enough effect; inconclusive = small, poorly fitted or top-dose-only effect, or another doubt; inactive = no such curve, though single readings can be large; an effect the other way counts as inactive or inconclusive. A portion of the library; rates above refer to the full screens.
SMILES,A350 fluor,Fluorescein autfl,Epigenetic mod,BRCT inh red,4MU fluor,Casp7 inh,Caspase-1 inhib,UbGFP stabilizer,USP2a inhib,HEK293 cAMP ctrl,BRCT inh green
Cc1ccc(N(CC(=O)Nc2ccc(C)cn2)S(=O)(=O)c2c(C)nn(C)c2C)cc1,i,i,1.0%,-1.4%,i,-1.3%,1.4%,-5.4%,24.5%,10.8%,-0.3%
Cc1ccccc1N1C(=O)CC(N(O)c2ccccc2)C1=O (stereo not drawn),i,i,0.0%,-2.8%,i,2.4%,-1.5%,-7.1%,-0.5%,-1.8%,-0.2%
CN1CCN(c2nc3c(c(=O)[nH]c(=O)n3C)n2CCSc2nc3ccccc3s2)CC1,x,x,x,-0.9%,x,0.0%,0.5%,-7.1%,x,1.3%,-0.5%
CCOc1ccc(NC(=O)COc2nsnc2N2CCCCC2)cc1,i,i,5.8%,0.7%,i,1.2%,1.1%,-4.9%,-5.8%,5.7%,-1.6%
COc1ccc(-n2cc(-c3ccccc3)c3c(N4CCN(CCO)CC4)ncnc32)cc1,i,u,6.0%,0.2%,i,-1.7%,-3.2%,0.0%,35.6%[activator],u,-7.6%
COc1ccc(OCC(=O)N2CCN(C(=O)COc3ccccc3)CC2)cc1,i,i,4.3%,0.7%,i,-0.4%,-1.4%,2.5%,8.1%,-1.2%,-0.9%
Oc1ccc2oc3c(c2c1/C=N/n1cnnc1)CCCC3,x,x,-4.1%,-0.6%,x,-3.4%,-6.8%,-6.7%,-15.7%,6.7%,-0.7%
CCOC(=O)c1c(NC(=O)Cn2c(=O)oc3ccccc32)oc(C)c1C(C)=O,i,i,1.6%,-0.7%,i,-0.9%,0.2%,-3.2%,-1.3%,13.4%,-1.3%
COc1ccccc1Nc1nc(N)nc(CSc2nc(C)cc(C)n2)n1,i,i,1.7%,0.3%,i,-0.1%,-0.7%,8.4%,12.7%,12.9%,0.3%
Clc1cccc(OCCn2cncn2)c1Cl,i,i,12.9%,-0.5%,i,0.5%,1.4%,8.4%,-5.1%,11.5%,2.5%
CCC(Sc1nc(=O)cc(N)n1-c1ccccc1)C(=O)Nc1ccc(Cl)cn1 (stereo not drawn),i,i,0.0%,0.1%,i,3.6%,1.5%,-5.6%,8.2%,4.3%,-0.9%
CCOC(=O)c1[nH]c2ccc(OC)cc2c1NC(=O)c1ccc2c(c1)OCO2,x,x,x,-0.5%,x,-4.9%,-4.8%,x,x,u,-1.7%
O=C(CN1C(=O)NC2(CCCCC2)C1=O)Nc1ccc(S(=O)(=O)N2CCOCC2)cc1,i,u,0.0%,-0.3%,i,9.4%,-0.1%,0.3%,0.9%,-0.4%,-0.9%
c1cncc(-c2nc3ccccc3o2)c1,i,u,2.4%,-1.0%,i,-0.7%,1.8%,-11.7%,-7.1%,1.9%,4.4%
COc1ccc(CCNC2=NCC(C)S2)cc1 (stereo not drawn),i,u,3.5%,0.0%,i,-0.3%,0.4%,13.3%,0.8%,28.3%,-1.0%
COc1ccc(-c2c3c(=O)n(C)c(=O)n(C)c3c3nnc4ccccc4n23)cc1,i,1.35e-08M*,u,0.4%,i,-1.4%,-0.7%,u,1.2%,-1.7%,0.0%
C=CCOC(=O)C(C#N)c1nc2ccccc2nc1N1CCN(Cc2ccc3c(c2)OCO3)CC1 (stereo not drawn),u,1.16e-08M*,0.8%,2.2%,u,-18.2%,-18.5%,x,38.0%[activator],-88.8%[inhibitor],2.7%
Cn1cccc1C(=O)N1CCC2(CC1)CN(Cc1ccc(C#N)cc1)C2,i,i,0.0%[9.22 µM],-2.9%,i,0.8%,-3.5%,-8.9%,15.7%,0.7%,0.0%
CCOc1ncccc1C(=O)OCc1ccc(C(=O)OC)o1,i,i,-2.4%,-1.3%,i,-3.8%,0.1%,0.9%,1.0%,14.0%,-0.4%
CCN(CC)S(=O)(=O)c1cc(C(=O)Nc2ccc(Cl)cn2)ccc1C,x,x,0.4%,-0.5%,x,-1.7%,-3.0%,u,1.7%[7.66 µM],u,-1.9%
CCOc1ccc(N2C(=O)CC(Sc3nccc(C)n3)C2=O)cc1 (stereo not drawn),i,i,17.0%,-0.8%,i,1.8%,-0.3%,0.0%,-0.7%,3.4%,-1.0%
CCc1nnc(NC(=O)CSc2nnc(CSc3nc(C)cc(C)n3)n2C)s1,i,i,3.4%,0.1%,i,1.6%,1.8%,-1.0%,1.2%,8.2%,-2.6%
COc1cc(OC)c(Cl)cc1N,x,x,0.0%,-0.7%,x,0.4%,-0.6%,3.1%,x,6.4%,-0.8%
CCC1(C)Cc2ccccc2-c2nc3n(c(=O)c21)CC(C(=O)O)S3 (stereo not drawn),x,x,1.9%,-0.6%,x,-0.4%,-1.1%,-0.9%,u,-2.5%,1.1%
COc1ccccc1Nc1nc(N)nc(CN2CCC(Cc3ccccc3)CC2)n1,i,i,-2.7%,-0.4%,i,0.5%,0.0%,-5.0%,33.8%[activator],2.7%,0.0%
OC[C@@H]1NC[C@@H](O)[C@H]1O,i,i,-0.1%,1.9%,i,-1.2%,1.7%,-5.6%,-1.4%,-7.6%,-2.3%
CCc1ccc(-c2nc(CSCC(=O)N3CCN(c4ccccn4)CC3)c(C)o2)cc1,i,i,-0.1%,-2.1%,i,-3.5%,-0.3%,0.0%,12.9%,u,-1.6%
O=C(COc1ccc(OCc2ccccc2)cc1)NC1CCOC1=O (stereo not drawn),i,i,1.3%,0.7%,i,0.3%,2.3%,-5.0%,-1.1%,-2.6%,-2.1%
COc1cccc(Oc2nc3ncn(Cc4ccccc4)c3c(=O)n2C)c1,i,i,1.7%,0.5%,i,-2.0%,-0.3%,-1.8%,-10.3%,-2.7%,2.7%
COC(=O)N1CCN(S(=O)(=O)c2ccc(F)cc2)CC1,u,i,3.2%,1.1%,i,-0.2%,-0.7%,-1.4%,4.5%,4.7%,-0.7%
CC(=O)N1CCN2C(=O)C1CCCC(=O)c1cc(C3CCCCC3)ccc12 (stereo not drawn),i,i,-1.2%,-1.0%,i,1.0%,1.6%,-1.7%,-3.1%,-1.4%,-1.0%
COc1ccc(N2C(=O)C3CCCN3C2c2ccc(C)cc2)cc1 (stereo not drawn),x,x,0.0%,0.1%,x,1.4%,-0.8%,2.9%,x,15.0%,-0.2%
Cc1c(CN2CCN(c3cccc(C(F)(F)F)c3)CC2)c(=O)n(-c2ccccc2)n1C,i,u,-2.7%,-0.8%,i,0.5%,2.1%,0.8%,9.3%,18.3%,-2.6%
Cc1cc(CNC(=O)[C@@H]2C[C@H]2[C@@H](NP(=O)(c2ccccc2)c2ccccc2)c2ccccc2)nn1C,x,x,x,0.4%,x,0.3%,-0.3%,x,x,8.2%,-1.1%
Cc1ccc(NC(=O)Cn2cccc2)c(Br)c1,i,i,6.5%,0.1%,i,1.6%,-0.7%,6.4%,-2.2%,3.6%,-2.2%
Cc1[nH]c2ccccc2c1SCC(=O)N1CCOCC1,x,x,x,-0.6%,x,0.2%,-6.8%,-4.3%,x,u,3.0%
COCCSc1ccccc1C(=O)N1CCCC1,i,i,0.0%,-0.2%,i,-0.8%,-3.9%,11.1%,-1.4%,8.5%,1.6%
O=C(O)C1CCCCC1C(=O)NC1CCCCC1 (stereo not drawn),i,i,2.1%,-0.2%,i,0.5%,-0.8%,-3.6%,0.1%,1.6%,-0.9%
Cc1ccc(NC(=O)C2CCCNC2=O)nc1 (stereo not drawn),i,i,-2.7%,-1.1%,i,-0.2%,1.1%,-8.5%,-0.9%,15.3%,0.1%
C/C=C\C1=C(CO)C(=O)C2O[C@]2(CC=C(C)C)C1=O (stereo partly drawn),x,x,x,0.9%[15.4 µM],x,2.4%[11.5 µM],-0.6%[11.5 µM],x,x,9.3%[11.4 µM],0.3%[15.4 µM]
CN(C(=O)CSc1ncccc1C(=O)O)c1ccccc1,i,i,2.1%,0.6%,i,0.2%,-2.0%,-1.7%,-4.4%,0.5%,-3.4%
Cc1c(=O)n(OCc2ccccc2F)c2ccccc2[n+]1[O-],4.06e-08M*,i,12.6µM*,1.5%,4.47e-08M*,-2.2%,-1.9%,1.8%,3.6%,3.5%,1.4%
Cc1cc(C)n(S(=O)(=O)c2cc(C)c(C)cc2C)n1,i,i,-3.2%,-0.7%,i,-1.5%,-0.4%,3.7%,0.8%,u,0.0%
CCNC(=O)CSc1nc2ccccc2c(=O)n1CCCOC(C)C,i,u,0.0%,-2.1%,i,-0.5%,2.6%,3.8%,5.1%,4.0%,-2.7%
O=C1OC(NC(=O)c2ccccc2)C(N2CCOCC2)=C1Cl (stereo not drawn),i,i,4.1%,0.4%,i,1.0%,0.5%,7.4%,-1.4%,4.1%,-5.4%
O=C(O)C1CC(=O)N(CCc2c[nH]c3ccccc23)C1 (stereo not drawn),i,i,-1.3%,0.1%,i,1.5%,-2.3%,9.1%,-3.6%,9.5%,0.9%
O=C(OCC(=O)N1CCCC1)c1cncc(Br)c1,i,u,0.1%,-0.7%,i,-0.4%,-0.2%,0.0%,-3.6%,7.7%,-3.6%

# High-throughput results as filed in PubChem BioAssay.
